EZH2 inh: blocks human EZH2/PRC2 H3K27 methylation; AID 651548; Q15910; inhibition, % at 12.5 µM; DELFIA TRF, 1 h; hit rate 0.35% among 57,000;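 active = mean inhibition of replicates at least 50% and every single replicate also reaching 50%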;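 note: dimethyl H3K27 on biotinylated H3 21-44 peptide detected by antibody; plate controls were median neutral control wells for no effect and median positive control wells for full effect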
IDH1 mut inh: blocks human IDH1 R132H reductase activity | O75874 | diaphorase/resazurin fluorescence, 60 min | inhibition, % at 10 µM | hit rate 0.18% among 70,000; in the data active = inhibition above about 34%;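 note: 0% = DMSO and 100% = no enzyme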
Target sequence (O75874 whole entry R132H): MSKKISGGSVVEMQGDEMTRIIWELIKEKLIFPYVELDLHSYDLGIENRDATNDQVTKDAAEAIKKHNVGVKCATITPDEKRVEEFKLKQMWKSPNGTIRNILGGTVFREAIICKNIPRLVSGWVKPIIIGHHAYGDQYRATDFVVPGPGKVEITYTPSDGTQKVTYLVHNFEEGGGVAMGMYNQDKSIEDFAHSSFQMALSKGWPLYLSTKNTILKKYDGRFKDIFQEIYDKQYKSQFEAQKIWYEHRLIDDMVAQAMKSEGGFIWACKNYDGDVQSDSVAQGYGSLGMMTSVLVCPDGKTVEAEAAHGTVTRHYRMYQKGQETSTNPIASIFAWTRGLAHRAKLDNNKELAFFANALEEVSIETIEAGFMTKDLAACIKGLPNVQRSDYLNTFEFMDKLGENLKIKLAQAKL
Active calls of the source: *; x = not tested or not shown.

The line under a structure holds: EZH2 inh | IDH1 mut inh
C[C@H]1CN([C@@H](C)CO)C(=O)Cc2cc(NC(=O)CCC(F)(F)F)ccc2O[C@H]1CN(C)Cc1ccc2c(c1)OCO2
→ 2 | -0.7
CC(=O)N(C)C[C@@H]1Oc2cc(-c3cncnc3)ccc2S(=O)(=O)N([C@H](C)CO)C[C@@H]1C
→ -3 | 0.3
C[C@@H]1CN([C@H](C)CO)C(=O)c2cc(NC(=O)CCCCCC(=O)Nc3ccccc3N)ccc2O[C@H]1CN(C)S(=O)(=O)c1ccc(F)cc1
→ -17 | -0.1
C[C@H](O)C#Cc1cnc2c(c1)C(=O)N([C@@H](C)CO)C[C@@H](C)[C@H](CN(C)C(=O)Cc1ccccn1)O2
→ -1 | x
CCC(=O)N[C@@H]1CC[C@@H](CCn2cc(-c3cccc(OC)c3)nn2)O[C@H]1CO
→ 7 | -0.4
C[C@@H]1CCCCO[C@H](CN(C)Cc2ccc(C(=O)O)cc2)[C@@H](C)CN([C@H](C)CO)C(=O)c2cc(NS(=O)(=O)c3ccc(Cl)cc3)ccc2O1
→ x | 1.2
C[C@@H]1CN([C@@H](C)CO)S(=O)(=O)c2ccc(C#Cc3ccccc3F)cc2O[C@H]1CN(C)C(=O)Cc1ccccc1
→ x | -0.1
C[C@@H]1CN([C@H](C)CO)C(=O)CCCn2cc(nn2)CO[C@H]1CN(C)Cc1ccccc1C(F)(F)F
→ 2 | 0.1
Cc1nnc(SCc2nc(N)nc(Nc3ccccc3)n2)s1
→ 4 | 2.5
C[C@H](CO)N1C[C@H](C)[C@H](CN(C)C)Oc2cc(-c3cccc(C#N)c3)ccc2S1(=O)=O
→ 2 | 3.7
C[C@H]1CN([C@@H](C)CO)C(=O)Cc2cc(NS(=O)(=O)c3ccc(F)cc3)ccc2O[C@H]1CN(C)Cc1ccc(-c2ccccc2)cc1
→ x | -1.1
CO[C@H]1CN(C)C(=O)c2ccc(NS(=O)(=O)c3ccccc3)cc2OC[C@H](C)N(Cc2ccccn2)C[C@H]1C
→ -12 | 0.1
Cc1nnn(C23CC4CC(CC(C(=O)NC5CCCCCC5)(C4)C2)C3)n1
→ 6 | -0.2
COc1ccc(OC)c(NC(=O)CN(c2ccc(F)c(Cl)c2)S(C)(=O)=O)c1
→ -7 | 0.2
C[C@H](CO)N1C[C@H](C)[C@@H](CN(C)C(=O)Nc2ccccc2)Oc2ncc(C3=CCCC3)cc2C1=O
→ x | 0.1
C[C@H](CO)N1C[C@H](C)[C@@H](CN(C)Cc2cccnc2)Oc2ncc(-c3ccc(C#N)cc3)cc2C1=O
→ x | 0.1
C[C@H](CO)N1C[C@H](C)[C@@H](CN(C)C(=O)C2CCCCC2)OCCCC[C@H](C)Oc2ccc(NC(=O)Nc3ccc4c(c3)OCO4)cc2C1=O
→ x | 3.4
CC(C)NC(=O)N(C)C[C@H]1Oc2ncc(-c3cncnc3)cc2C(=O)N([C@H](C)CO)C[C@H]1C
→ 7 | -2.0
O=C(C[C@H]1C=C[C@H](NC(=O)Nc2cc(F)ccc2F)[C@@H](CO)O1)NCCCN1CCOCC1
→ -1 | 0.0
C[C@H](CO)N1C[C@H](C)[C@H](CN(C)C(=O)c2cnccn2)Oc2ncc(-c3cccc(F)c3)cc2C1=O
→ x | -0.1

The line under a structure holds: EZH2 inh | IDH1 mut inh
Cc1ccc(S(=O)(=O)N(C)C[C@H]2Oc3ccc(NC(=O)CCC(F)(F)F)cc3CC(=O)N([C@H](C)CO)C[C@@H]2C)cc1
→ -15 | -9.0
O=C(Nc1ccccc1[N+](=O)[O-])c1cc(S(=O)(=O)Nc2ccccc2)c(Cl)cc1Cl
→ 37 | 0.1
O=C(CSc1nc2[nH]ncc2c(=O)n1-c1ccccc1)Nc1nsc(-c2ccccc2)n1
→ -1 | 0.2
C[C@H](CO)N1C[C@H](C)[C@H](CN(C)S(=O)(=O)c2cccs2)Oc2ccc(NC(=O)C3CC3)cc2C1=O
→ x | -0.9
Cc1noc(C)c1S(=O)(=O)N(C)C[C@H]1OCCCC[C@H](C)Oc2ccc(NC(=O)NC(C)C)cc2C(=O)N([C@H](C)CO)C[C@H]1C
→ x | 1.3
N#Cc1ccc(NC(=O)CCN2C(=O)c3ccccc3C2=O)cc1
→ -4 | -0.2
C[C@@H](O)C#Cc1cnc2c(c1)C(=O)N([C@@H](C)CO)C[C@H](C)[C@@H](CN(C)C(=O)c1ccccc1)O2
→ -3 | -2.8
CCOC(=O)c1c(NC(=O)c2ccc(NS(C)(=O)=O)cc2)sc2c1CCCC2
→ 29 | 1.9
CNC[C@@H]1Oc2cc(C#Cc3ccccc3F)ccc2S(=O)(=O)N([C@@H](C)CO)C[C@H]1C
→ -12 | 1.0
C[C@H](CO)N1C[C@H](C)[C@@H](CN(C)S(=O)(=O)c2cccs2)OCCCC[C@H](C)Oc2ccc(NC(=O)Cc3ccccc3)cc2C1=O
→ x | 3.7
C[C@H](CO)N1C[C@H](C)[C@@H](CN(C)S(=O)(=O)c2cccc(F)c2)Oc2ncc(Br)cc2C1=O
→ 1 | x
C[C@H](CO)N1C[C@H](C)[C@@H](CN(C)C)OCc2cnnn2CCCC1=O
→ 4 | -0.6
COCC(=O)Nc1ccc2c(c1)OC[C@H](C)N(Cc1cccc(F)c1)C[C@H](C)[C@H](OC)CN(C)C2=O
→ 3 | 0.0
C[C@H](CO)N1C[C@H](C)[C@H](CN(C)Cc2ccc(-c3ccccc3)cc2)Oc2ccc(NC(=O)Cc3cn(C)c4ccccc34)cc2CC1=O
→ x | -1.3
C[C@@H](NC(=O)C[C@@H]1C[C@H]2c3cc(NC(=O)C4CCC4)ccc3O[C@H]2[C@@H](CO)O1)c1ccccc1
→ -2 | 0.4
Cc1ccc(NC(=O)CSc2ncccn2)cc1C
→ -11 | -0.7
CC(C)NC(=O)N(C)C[C@@H]1OCc2cn(nn2)CCCC(=O)N([C@H](C)CO)C[C@H]1C
→ x | -0.9
O=C(Nc1ccccc1C(=O)O)c1cccc(S(=O)(=O)Nc2ccccc2)c1
→ -12 | -1.3
C[C@H]1CN([C@@H](C)CO)S(=O)(=O)c2ccc(C3=CCCCC3)cc2O[C@@H]1CN(C)C(=O)Cc1cccnc1
→ 7 | 28
COc1ccc(NC(=O)N(C)C[C@@H]2Oc3c(NC(=O)Nc4ccccc4)cccc3C(=O)N([C@@H](C)CO)C[C@H]2C)cc1
→ -4 | x

The line under a structure holds: EZH2 inh | IDH1 mut inh
C[C@@H]1CN([C@@H](C)CO)C(=O)c2cc(NC(=O)Nc3cccc4ccccc34)ccc2O[C@H]1CN(C)S(=O)(=O)c1ccc(F)cc1
→ x | -3.3
COc1c(C2OCC(OC(C)=O)C(OC(C)=O)C2OC(C)=O)c(O)cc2oc(-c3ccc(OC4OC(CO)C(O)C(O)C4O)cc3)cc(=O)c12 (stereo unspecified)
→ x | -0.2
CNC[C@@H]1OCc2cn(nn2)CCCC(=O)N([C@H](C)CO)C[C@@H]1C
→ 4 | 0.6
Cc1ccc(-c2nc3ccccc3o2)cc1NC(=O)COc1ccccc1
→ 7 | 0.0
Cc1ccc(S(=O)(=O)Nc2ccc3c(c2)C(=O)N([C@@H](C)CO)C[C@H](C)[C@H](CN(C)C(=O)Cc2ccccc2)OCCCC[C@H](C)O3)cc1
→ x | -0.8
C[C@H]1CN([C@@H](C)CO)C(=O)c2cc(NC(=O)CCCCCC(=O)Nc3ccccc3N)ccc2O[C@H]1CN(C)C(=O)NC1CCCCC1
→ -13 | x
COc1cccc(-n2cc(C(=O)NO)nn2)c1
→ 14 | x
C[C@@H]1CN([C@@H](C)CO)C(=O)c2cc(NC(=O)Nc3cccc4ccccc34)ccc2O[C@H]1CN(C)S(=O)(=O)c1ccccc1
→ -20 | x
COc1cccc(C#Cc2ccc3c(c2)O[C@H](CN(C)C(=O)CN2CCOCC2)[C@H](C)CN([C@H](C)CO)S3(=O)=O)c1
→ x | -0.1
C[C@@H]1CN([C@H](C)CO)C(=O)c2cccc(NC(=O)c3ccncc3)c2O[C@@H]1CN(C)Cc1ccccc1
→ x | -0.1
C[C@H](CO)N1C[C@H](C)[C@@H](CN(C)CC2CCCCC2)Oc2ccc(NC(=O)Cc3cn(C)c4ccccc34)cc2CC1=O
→ x | -2.4
CC1=C(C/C=N/NC(=O)CCCCCCC(=O)O)C(C)(C)CCC1
→ -27 | x
Cc1noc(C)c1NC(=O)Nc1ccc2c(c1)CC(=O)N([C@H](C)CO)C[C@H](C)[C@@H](CN(C)CC1CCCCC1)O2
→ x | 2.9
CS(=O)(=O)N(CC(=O)Nc1ccc2c(c1)OCCO2)c1cccc(F)c1
→ -11 | 0.2
COc1ccccc1CN(C)C[C@@H]1OCc2cn(nn2)CCCC(=O)N([C@H](C)CO)C[C@H]1C
→ x | 1.3
COc1ccc(NC(=O)Nc2ccc3c(c2)CC(=O)N([C@H](C)CO)C[C@H](C)[C@H](CN(C)S(C)(=O)=O)O3)cc1
→ x | 0.9
C[C@@H]1CN([C@@H](C)CO)C(=O)c2cc(NC(=O)Nc3cccc4ccccc34)ccc2O[C@H]1CN(C)C
→ 5 | -12
Cc1noc(C)c1S(=O)(=O)N(C)C[C@H]1OCCCC[C@H](C)Oc2ccc(NC(=O)NC(C)C)cc2C(=O)N([C@@H](C)CO)C[C@@H]1C
→ x | 0.9
COC1OC(=O)C(CCC2(C)C(C)CCC3(C)C2CC(O)C(O)C32CO2)C1O (stereo unspecified)
→ x | -0.1
COCc1cn(CC[C@H]2CC[C@@H](NC(=O)Cc3cccnc3)[C@H](CO)O2)nn1
→ 1 | -0.1

Single records, from the list above. Screens in order: EZH2 inh, IDH1 mut inh
Listed for COc1cccc(C#Cc2ccc3c(c2)O[C@H](CN(C)C(=O)CN2CCOCC2)[C@H](C)CN([C@H](C)CO)S3(=O)=O)c1 : x, -0.1
Listed for COCc1cn(CC[C@H]2CC[C@@H](NC(=O)Cc3cccnc3)[C@H](CO)O2)nn1 : 1, -0.1
Listed for C[C@@H]1CN([C@H](C)CO)C(=O)c2cccc(NC(=O)c3ccncc3)c2O[C@@H]1CN(C)Cc1ccccc1 : x, -0.1

A different layout for part of the listing above.
structure	EZH2 inh	IDH1 mut inh
CC(C)NC(=O)N(C)C[C@@H]1OCc2cn(nn2)CCCC(=O)N([C@H](C)CO)C[C@H]1C	x	-0.9
O=C(Nc1ccccc1C(=O)O)c1cccc(S(=O)(=O)Nc2ccccc2)c1	-12	-1.3

Further results follow:
The line under a structure holds: EZH2 inh | IDH1 mut inh
CC(=O)N(C)C[C@@H]1Oc2cc(-c3cncnc3)ccc2S(=O)(=O)N([C@@H](C)CO)C[C@@H]1C
→ -2 | -1.6
C[C@@H]1CCCCO[C@H](CN(C)Cc2ccccc2)[C@@H](C)CN([C@H](C)CO)C(=O)c2cc(NS(=O)(=O)c3ccccc3)ccc2O1
→ x | 1.3
C[C@@H]1CCCCO[C@@H](CN(C)C(=O)Nc2ccc(F)cc2)[C@H](C)CN([C@@H](C)CO)C(=O)c2cc(NC(=O)Nc3ccccc3)ccc2O1
→ x | 0.2
CCCC(=O)Nc1ccc2c(c1)OC[C@@H](C)N(C(C)=O)C[C@H](C)[C@H](OC)CN(C)C2=O
→ 5 | 0.0
C[C@H](CO)N1C[C@H](C)[C@H](CN(C)C(=O)Nc2ccc3c(c2)OCO3)Oc2ncc(-c3cccnc3)cc2C1=O
→ 3 | x
C[C@@H]1CN([C@@H](C)CO)C(=O)c2cc(NS(=O)(=O)c3ccccc3)ccc2O[C@@H](C)CCCCO[C@@H]1CN(C)C
→ 11 | x
CCC(=O)Nc1ccc2c(c1)OC[C@@H](C)N(Cc1cccnc1)C[C@H](C)[C@@H](OC)CN(C)C2=O
→ 9 | -0.2
C[C@H](O)C#Cc1cnc2c(c1)C(=O)N([C@@H](C)CO)C[C@H](C)[C@H](CN(C)C(=O)c1ccncc1)O2
→ -1 | x
COc1cccc(S(=O)(=O)Nc2ccc3c(c2)[C@H]2C[C@@H](CC(=O)NCc4ccccc4F)O[C@@H](CO)[C@H]2O3)c1
→ 2 | 0.2
O=C(CCN1CCCCC1)N[C@@H]1CC[C@H](CCNC(=O)c2cc(Cl)cc(Cl)c2)O[C@@H]1CO
→ 2 | 0.4
COc1ccccc1-c1cn(CC[C@@H]2CC[C@H](NC(=O)C3CCOCC3)[C@@H](CO)O2)nn1
→ 1 | 0.1
CO[C@H]1CN(C)C(=O)c2cc(NS(=O)(=O)c3cn(C)cn3)ccc2OC[C@H](C)N(Cc2cccc(F)c2)C[C@H]1C
→ 9 | -0.3
C[C@H](CO)N1C[C@H](C)[C@@H](CN(C)CC2CCCCC2)OCc2cn(nn2)CCCC1=O
→ 5 | 0.2
O=C(C[C@@H]1C[C@@H]2c3cc(NC(=O)NC4CCCC4)ccc3O[C@@H]2[C@@H](CO)O1)NCc1ccc(Cl)cc1
→ 2 | -0.2
C[C@@H]1CN([C@H](C)CO)C(=O)c2cccc(NS(=O)(=O)c3ccc(Cl)cc3)c2O[C@@H]1CN(C)Cc1ccc(Cl)c(Cl)c1
→ x | 0.8
COCC(=O)Nc1ccc2c(c1)OC[C@H](C)N(C(=O)c1ccccn1)C[C@@H](C)[C@@H](OC)CN(C)C2=O
→ -13 | x
C[C@H](CO)N1C[C@H](C)[C@H](CN(C)C(=O)Nc2ccc(C(F)(F)F)cc2)Oc2ncc(C#C[C@@H](C)O)cc2C1=O
→ -8 | 2.0
C[C@H](CO)N1C[C@H](C)[C@H](CN(C)CC2CCCCC2)Oc2ccc(NC(=O)CCCN(C)C)cc2CC1=O
→ -8 | 1.8
C[C@H](CO)N1C[C@H](C)[C@H](CN(C)S(=O)(=O)c2cn(C)cn2)Oc2ncc(C#Cc3ccc(C(F)(F)F)cc3)cc2C1=O
→ 4 | x
C[C@@H]1CN([C@H](C)CO)C(=O)Cc2cc(NC(=O)Nc3ccc(C(F)(F)F)cc3)ccc2O[C@@H]1CN(C)C(=O)Nc1ccc(F)cc1
→ x | -0.7
COC(=O)C[C@@H]1CC[C@@H](NC(=O)c2ccccc2)[C@@H](CO)O1
→ -4 | 0.2

These rows are one share of the data, so the mix of outcomes need not match the whole.
